# Compound activity as filed in PubChem.
# WRN inhibitor = inhibitors of human WRN helicase | Q14191 | WRN helicase unwinding, fluorescent forked duplex, kinetic | Potency, µM (titrated, usually from 114 µM), for the others: top-dose activity change, negative = inhibition, actives largely listed as inhibitors | 360,000 tested, 0.46% active | AID 651768; also: potency is read from the fitted curve at half-maximal effect; % is scaled to controls: 0 for no effect and ±100 for the full control effect; nearly all actives have a fitted effect of over 55% in size
#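 Fluorescence dequenching readout, ex 525 nm/em 598 nm, kinetic mode: forked duplex DNA (100 nM final) with adjacent fluorophore and quencher unwound by WRN (20 nM final) with 2 mM ATP. Compound preincubation 15 min, room temperature.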
# IL2 activator = IL-2 activation. IL-2 activation reporter assay, cell-based qHTS; stimulated with anti-CD3/CD4/CD28 beads; in transgenic mouse T cells. activation, % (series mostly up to about 46 µM). 360,000 tested, 0.065% active. AID 652025; in the data active = activation above about 50%; inconclusive = mostly about 30% to 49%; also: 0% is about no effect
#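 Unstimulated transgenic mouse T cells; 60-min compound exposure; bead-based TCR/CD4/CD28 stimulation; 18 h culture, 37 degrees C; dual fluorescence (EGFP, DsRed) plate cytometry.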
# EPAC1 antag = blocks human EPAC1 exchange factor; EPAC1 GEF assay, Rap1b-BODIPY-GDP exchange fluorescence; Potency, µM (doses to about 115 µM), for the others: at the highest dose activity change, negative = inhibition, hits mostly inhibitors; 360,000 tested, 0.14% active; AID 720709;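 also: potency is read from the fitted curve at half-maximal effect; plate controls were vehicle for no effect and positive control for full effect; nearly all actives have a fitted effect of over 50% in size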
# Target sequence (O95398 whole entry, looked up): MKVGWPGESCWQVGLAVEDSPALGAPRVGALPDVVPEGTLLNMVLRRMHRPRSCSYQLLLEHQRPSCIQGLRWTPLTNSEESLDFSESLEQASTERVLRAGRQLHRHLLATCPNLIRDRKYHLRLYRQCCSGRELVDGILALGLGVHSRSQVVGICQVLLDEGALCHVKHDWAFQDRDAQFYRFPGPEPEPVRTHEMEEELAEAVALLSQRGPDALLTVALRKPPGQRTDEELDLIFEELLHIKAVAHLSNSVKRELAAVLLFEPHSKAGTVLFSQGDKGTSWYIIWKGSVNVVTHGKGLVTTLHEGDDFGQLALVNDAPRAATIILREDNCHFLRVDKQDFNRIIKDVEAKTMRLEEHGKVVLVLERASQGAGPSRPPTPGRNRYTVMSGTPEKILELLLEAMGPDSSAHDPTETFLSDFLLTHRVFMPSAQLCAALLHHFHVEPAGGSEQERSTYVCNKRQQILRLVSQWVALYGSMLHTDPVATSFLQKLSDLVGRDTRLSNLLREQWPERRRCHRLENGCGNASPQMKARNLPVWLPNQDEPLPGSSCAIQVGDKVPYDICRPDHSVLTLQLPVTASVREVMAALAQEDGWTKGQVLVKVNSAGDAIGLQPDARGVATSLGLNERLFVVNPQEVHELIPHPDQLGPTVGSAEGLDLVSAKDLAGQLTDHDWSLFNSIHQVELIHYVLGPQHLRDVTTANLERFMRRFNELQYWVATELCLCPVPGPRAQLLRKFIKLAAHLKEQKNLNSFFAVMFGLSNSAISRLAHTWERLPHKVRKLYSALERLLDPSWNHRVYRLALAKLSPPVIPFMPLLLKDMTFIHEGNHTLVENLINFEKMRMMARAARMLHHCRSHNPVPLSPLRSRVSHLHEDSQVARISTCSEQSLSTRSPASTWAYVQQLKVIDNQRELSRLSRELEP
# EPAC1 ag = activates human EPAC1 exchange factor | O95398 | EPAC1 agonist qHTS, biochemical assay; response scale: 100% = response to 6.5 mM cAMP | Potency, µM (highest dose often 154 µM), inactives show at the highest dose activation, hits mostly activators | 360,000 tested, 0.073% active; also: potency is read from the fitted curve at half-maximal effect; nearly all actives have a fitted effect of over 60% in size
#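 Read-out is the fluorescence drop as BODIPY-GDP leaves Rap1B (480 nm excitation, 540 nm emission), recorded every 5 minutes over 30 minutes. Reactions held 100 nM EPAC1, 250 nM Rap1B–BODIPY-GDP and 50 uM GDP, with 6.5 mM cAMP setting full activation.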
# CCT modulator = modulators of cytosolic chaperonin (CCT/TRiC) activity; purified chaperonin ATPase assay, HTRF ADP detection, 30 min; activity change, % (test concentration not listed), hits read low; 360,000 tested, 0.3% active; AID 651819; in the data active = activity change below about -30%; also: % is scaled to controls: 0 for no effect and ±100 for the full control effect
#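 ATPase activity: ADP formed was measured by HTRF Transcreener (665/615 nm ratio) after 30 min at 37 deg C with 10 uM ATP. Compounds screened at one 76 uM concentration against 40 or 20 nM TRiC in Tris pH 7.4/KCl/MgCl2/DTT buffer.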
# PI5P4K alpha inh = blocks human PI5P4K alpha kinase activity; PI5P4Kalpha enzyme, ADP-Glo luminescence, 60 min; active compounds read low; max response, %; 330,000 tested, 1.2% active; active = max response of -50% or lower; inconclusive = between -30% and -50%; inactive = -30% or higher; also: value at the top dose of about 77 µM; % is scaled to controls: 0 for no effect and ±100 for the full control effect
#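 Compounds were pin-transferred onto PI5P4Kalpha and substrate in HEPES pH 7.4 buffer with EGTA, CHAPS and 5% DMSO. ATP (5 microM final) started the reaction, which ran 60 minutes at room temperature before ADP-Glo detection.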
# EPAC2 ag = agonists of human EPAC2 (RAPGEF4). 360,000 tested, 0.079% active. EPAC2 activation, biochemical qHTS; response scale: 100% = 6.5 mM cAMP response. AID 720711. Potency, µM (top dose mostly 154 µM), inactives show top-dose activation, usual class: activators. Q8WZA2; also: potency is read from the fitted curve at half-maximal effect; nearly all actives have a fitted effect of over 50% in size
#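 EPAC2 (100 nM) mixed with Rap1B loaded with BODIPY-GDP (250 nM) plus 50 uM unlabeled GDP; compounds pinned in, 5 min RT, then read every 5 min for 30 min (ex 480, em 540 nm). Normalized to cAMP control.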
# PLK1 PBD block = PLK1 (human) polo-box domain binding inhibition; P53350; Potency, µM, inactives show max response, negative = inhibition, most hits filed as inhibitors; Plk1 PBD binding of FITC phosphopeptide, fluorescence polarization; 360,000 tested, 2.8% active; AID 720504; also: potency is read from the fitted curve at half-maximal effect; series mostly up to about 57 µM; % is scaled to controls: 0 for no effect and ±100 for the full control effect; nearly all actives have a fitted effect of over 65% in size
# Numbers without * were called inactive; ? = inconclusive; nt = not tested or not shown; [ ] = another dose, or the depositor's remark. Unless noted, calls follow the shape of the dose curve; as a rule, active = well fitted curve in the direction sought with a large enough effect; inconclusive = small, poorly fitted or top-dose-only effect, or another doubt; inactive = no such curve, though single readings can be large; an effect the other way counts as inactive or inconclusive. An excerpt; count on the stated rates, not on these rows.
# Every second line gives: WRN inhibitor	IL2 activator	EPAC1 antag	EPAC1 ag	CCT modulator	PI5P4K alpha inh	EPAC2 ag	PLK1 PBD block
- CC1=NNC(=O)C(CC(=O)Nc2ccc(Cl)c(Cl)c2)C1 (stereo not given)
 : 1%	-3.3	-26%	-3%	0.7	-1	-8%	-10%
- CN(C)c1ccc(/C=N/NC(=O)CNC(=O)c2ccco2)cc1
 : 0%	2.6	5%	-12%	0.8	-8	3%	-4%
- CC(C)N1CC(C(=O)Nc2ccc(Br)c(Cl)c2)CC1=O (stereo not given)
 : 1%	-0.4	6%	-4%	-1.8	-7	0%	2%
- O=C(c1cccc2ccccc12)N1CCN(c2ccc([N+](=O)[O-])c(NCc3ccco3)c2)CC1
 : -8%[57.1 µM]	-1.9	6%	-7%	-1.5	-8	8%	-1%
- N#Cc1c2c(c(NCCCN3CCOCC3)n3c1nc1ccccc13)CCC2
 : -21%	-1.0	4%	4%	0.0	-8	8%	-15%
- CN1CCN(S(=O)(=O)c2ccc(N(C)Cc3ccc(C(F)(F)F)cc3)c([N+](=O)[O-])c2)CC1
 : -33%	0.0	-16%	-16%	0.2	3	8%	-19%
- Cc1cccc(-n2c(C)cc(/C=C3/C(=N)N4C(c5ccccc5)=CSC4=NC3=O)c2C)c1
 : -7%	1.7	0%	6%	0.4	-8	12%	-1%
- Cc1ccc2c(c1)CN1CN2Cc2cc(C)ccc21
 : 1%	-2.2	3%	-11%	1.6	-2	5%	-3%
- CCOc1ccccc1CNCCN1CCOCC1
 : 1%	1.2	11%	-8%	-1.6	nt	6%	1%
- CC(C)CCOc1ccc(NC(=O)C2OC3OC(C)(C)OC3C3OC(C)(C)OC23)cc1 (stereo not given)
 : 6%	-0.6	-4%	-6%	0.1	6	-10%	-1%
- O=S(=O)(c1cc(F)ccc1F)N1CCC2(CC1)OCCN2S(=O)(=O)c1ccccc1
 : 3%	-3.3	?	12%	0.3	-17	10%	-11%
- Cc1ccc(SCCC(=O)Nc2ccc(Br)c(C)c2)cc1
 : 2%	-0.6	-29%	10%	1.1	31	11%	-7%
- COc1ccc(OCCNC(=O)/C=C/c2ccc([N+](=O)[O-])cc2)cc1
 : -17%	-2.8	3%	-6%	-0.5	-8	5%	-4%
- Cc1cc2oc(C(=O)NCc3ccccc3)cc(=O)c2cc1C
 : -8%	0.5	-9%	11%	-0.2	1	-1%	-10%
- COc1cccc(NC(=O)CN(C)C(=O)C(Sc2ccccc2)c2ccccc2)c1 (stereo not given)
 : -18%	0.1	-17%	9%	-2.8	3	14%	-12%
- COc1ccccc1/C=N/NC(=O)C(NC(=O)c1ccccc1)=C(C)C
 : 3%	-0.8	-27%	8%	0.7	0	12%	-7%
- CCCCCC(=O)Nc1cccc(C2=NOC3(C2)C[C@H](C(N)=O)N(C(=O)[C@H]2CCC(=O)N2)C3)c1 (stereo not given in full)
 : 0%	0.7	-7%	-6%	0.6	0	6%	-11%
- COc1ccc(C(=O)NC2(C(F)(F)F)NC(=O)N(CCCc3ccccc3)C2=O)c(OC)c1OC (stereo not given)
 : -5%	-3.7	?	-19%	-3.7	-2	-5%	-4%
- COc1ccc(CN(C)C[C@H]2OCCCC[C@@H](C)Oc3ccc(NC(=O)c4ccccc4)cc3C(=O)N([C@H](C)CO)C[C@@H]2C)cc1
 : -5%	-0.1	-27%	-6%	0.7	-1	11%	-10%
- O=C(Cn1c(=O)oc2cc(S(=O)(=O)N3CCCC3)ccc21)NCc1ccc(F)cc1
 : -1%	-1.1	-30%	-23%	-0.6	1	1%	-11%

# (list continues)
# Every second line gives: WRN inhibitor	IL2 activator	EPAC1 antag	EPAC1 ag	CCT modulator	PI5P4K alpha inh	EPAC2 ag	PLK1 PBD block
- CC(C)(C)c1ccccc1NC(=O)Nc1nc(C(N)c2ccccc2Cl)cs1 (stereo not given)
 : -2%	-0.7	-10%	4%	-1.3	-12	7%	-3%
- CCC1=NC(c2ccc(OC)c(OC)c2)N(O)C1(C)C (stereo not given)
 : 2%	-0.4	3%	2%	-0.4	-1	9%	30µM*
- CCN(CC(=O)Nc1c(F)cccc1F)C(=O)Cc1n[nH]c(=O)c2ccccc12
 : -11%	-0.3	-9%	-5%	0.2	9	1%	0%
- O=C(NNS(=O)(=O)c1ccc(Br)cc1)NC1CCCCC1
 : -11%	-0.7	5%	5%	-2.7	-9	14%	-9%
- C=CC(C)(C)c1c2occc2c(O)c2ccc(=O)oc12
 : 3%	-0.1	-2%	-3%	1.3	-7	9%	-5%
- Cc1cccc(C(=O)NCCC(=O)NCc2ccccc2Cl)c1
 : 5%	-0.4	9%	-11%	1.0	-2	-2%	-2%
- COc1cccc(-c2cc(C(=O)O)[nH]n2)c1
 : 0%	-0.4	11%	4%	0.0	-2	-24%	-3%
- Cc1sc2ncnc(N3CCC(C(=O)Nc4cc(C(F)(F)F)ccc4OCC(F)(F)F)CC3)c2c1C
 : -1%	0.0	-22%	-2%	-0.3	6	1%	-5%
- O=C(NCCN1C(=O)S/C(=C\c2ccccc2)C1=O)c1cc(S(=O)(=O)N2CCOCC2)c(Cl)cc1Cl
 : -25%	-0.6	-13%	17%	-3.2	-19	2%	-9%
- C=CCNC(=O)CSc1nc2sc3c(c2c(=O)n1CCC)CCC3
 : -4%	-2.4	5%	-6%	-0.4	2	-4%	2%
- O=C(Nc1ccc2c(c1)oc1ccccc12)c1cccnc1
 : 3%	0.7	-4%	-5%	2.1	-1	-4%	2%
- Cc1cc(C)c(S(=O)(=O)Cc2ccccc2)c(Cl)n1
 : 6%	-2.4	-7%	0%	0.6	3	10%	8%
- Cn1c(=O)c2c(-c3ccccc3)n(-c3ccccc3O)cc2n(C)c1=O
 : -5%	-1.4	7%	4%	-0.7	nt	13%	0%
- COc1ccc(C2=NN(C(=O)CN3CCCC3)C(c3ccc(OC)cc3)C2)cc1 (stereo not given)
 : -1%	-2.0	4%	9%	-2.1	6	16%	-9%
- CCN(CC)C(=O)c1c([N+](=O)[O-])c(C(C)(C)C)nn1C
 : 10%	-1.1	5%	-10%	0.1	-1	-1%	-1%
- Cc1ccc(S(=O)(=O)NCc2ccc3c(c2)cc(C)n3C)cc1
 : -18%	-3.8	-12%	2%	-0.6	-5	11%	-15%
- CCC(C)c1ccccc1NC(=O)C(C)Sc1n[nH]c(N)n1 (stereo not given)
 : -1%	1.5	23%	0%	0.5	5	3%	-13%
- COc1ccc2nc3c(cc2c1)c(NC(=O)c1cccs1)nn3CC(C)C
 : -14%	0.4	-22%	9%	-5.0	4	9%	-3%
- c1ccc2c(c1)CCc1c-2nc2ccccc2c1N1CCOCC1
 : 9%	0.1	-14%	-4%	0.2	5	22%	-1%
- O=C(O)Cn1cc(C(=S)N2CCCCC2)c2ccccc21
 : 4%	1.2	10%	-2%	-0.1	-13	6%	15µM*

# Overlap with the part before: 7 compounds; new compounds follow.
# Every second line gives: WRN inhibitor	IL2 activator	EPAC1 antag	EPAC1 ag	CCT modulator	PI5P4K alpha inh	EPAC2 ag	PLK1 PBD block
- COc1ccc(C2=NN(C(=O)CN3CCCC3)C(c3ccc(OC)cc3)C2)cc1 (stereo not given)
 : -1%	-2.0	4%	9%	-2.1	6	16%	-9%
- CCN(CC)C(=O)c1c([N+](=O)[O-])c(C(C)(C)C)nn1C
 : 10%	-1.1	5%	-10%	0.1	-1	-1%	-1%
- Cc1ccc(S(=O)(=O)NCc2ccc3c(c2)cc(C)n3C)cc1
 : -18%	-3.8	-12%	2%	-0.6	-5	11%	-15%
- CCC(C)c1ccccc1NC(=O)C(C)Sc1n[nH]c(N)n1 (stereo not given)
 : -1%	1.5	23%	0%	0.5	5	3%	-13%
- COc1ccc2nc3c(cc2c1)c(NC(=O)c1cccs1)nn3CC(C)C
 : -14%	0.4	-22%	9%	-5.0	4	9%	-3%
- c1ccc2c(c1)CCc1c-2nc2ccccc2c1N1CCOCC1
 : 9%	0.1	-14%	-4%	0.2	5	22%	-1%
- O=C(O)Cn1cc(C(=S)N2CCCCC2)c2ccccc21
 : 4%	1.2	10%	-2%	-0.1	-13	6%	15µM*
- NS(=O)(=O)c1ccc(NC(=O)CCC(=O)c2ccc(Cl)s2)cc1
 : 13%	-0.1	15%	0%	1.4	-11	6%	-4%
- CC(NC(=O)COc1ccc(N(C)S(=O)(=O)c2ccccc2)cc1)c1ccccc1 (stereo not given)
 : -3%	1.5	-11%	8%	-1.3	6	12%	-1%
- CCC(C)CN1C(=O)CSCC1(C)C(=O)Nc1ccc2c(c1)OCCO2 (stereo not given)
 : 11%	0.1	6%	-8%	nt	2	1%	-3%
- COc1ccccc1CC(=O)NNS(=O)(=O)c1cccc([N+](=O)[O-])c1
 : 3%	1.8	11%	2%	-0.7	1	9%	-6%
- O=[N+]([O-])c1ccc(N/N=C/c2cn(-c3ccccc3)nc2-c2ccccc2)cc1
 : -12%	0.1	15%	16%	-3.6	10	9%	13%
- COc1ccccc1NC(=S)N(Cc1cccnc1)Cc1ccccc1Cl
 : -18%	-3.3	-23%	0%	-3.4	3	0%	2%
- COc1ccc(C2CC(=O)N3CN(Cc4ccco4)CSC3=C2C#N)cc1 (stereo not given)
 : -31%	-2.7	-18%	4%	0.1	nt	8%	27µM*
- CCN(CC)CCN(C(=O)c1ccc2c(c1)CCCC2)c1nc2ccc(OC)cc2s1
 : -35%	-6.9	16%	6%	2.2	12	10%	-9%
- CO/N=C(\C)c1ncc(C(F)(F)F)cc1N1CCOCC1
 : 8%	-3.0	12%	-4%	-0.1	-4	-5%	-3%
- Fc1ccc(C2CC(c3ccco3)=Nc3ccccc3S2)cc1 (stereo not given)
 : -4%	0.0	-20%	1%	-0.8	0	20%	-8%
- O=C(Nc1cccc(C(F)(F)F)c1)c1ccc(-n2cncn2)nc1
 : -3%	-2.4	-7%	0%	-2.8	12	4%	-5%
- C=CCOC(=O)C1=C[C@H](C2CCCCC2)[C@@H](CCCO)[C@H](OCC)O1
 : 2%	-0.4	-6%	-17%	1.1	3	-10%	3%
- COc1ccc2c(c1OC)C(=O)N(c1ccc(C)c(C)c1)C2=O
 : 3%	1.4	-4%	4%	-1.5	-1	-1%	-7%
